Bioassay records: PubChem, several laboratories
LYP phosphatase: LYP phosphatase inhibitors, primary screen, biochemical, DiFMUP fluorescence, recombinant catalytic domain, 10 µM (AID 606); Tyrosine-protein phosphatase non-receptor type 22 (Homo sapiens); recombinant LYP catalytic domain, DiFMUP fluorescence; higher % means a stronger effect; inhibition, % at 10 µM; hits with a dose series show IC50 in µM; 52,000 tested, under 10 active;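 active = IC50 under 40 µM in the dose-response test; inactive = IC50 of 40 µM or more, or never dose-tested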
TNAP inhibition: human TNAP enzyme inhibitors, biochemical, luminescent (AID 518) | inhibition, % at 20 µM; hits with a dose series show IC50 in µM | purified TNAP enzyme, luminescent substrate readout; higher % means a stronger effect | 0.09% of 64,000 active; in the data active = a potency from the dose series; inactive = the rest, 99 in 100 with inhibition below about 22%;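 note: plate controls were vehicle for no effect and reference inhibitor for full effect; many of its hits are not listed in these tables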
MK inhibit: S. pneumoniae MK inhibitors, primary screen, biochemical, PK/LDH-coupled NADH absorbance. 0.48% of 65,000 active. purified MK, PK/LDH-coupled NADH absorbance 340 nm. mevalonate kinase [Streptococcus pneumoniae D39]. inhibition, % at 10 µM. AID 555, 2006;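 active = ranked among the strongest by inhibition in the single 10 µM screen, a fixed top-ranked set picked for dose follow-up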; note: no value below 0 was filed
HPDE-C7 viability: cytotoxicity in HPDE-C7 cells, cell-based, fluorescence, HTS (AID 430) | HPDE-C7 pancreatic duct cells viability, fluorescence; higher % means a stronger effect | one-dose cytotoxicity, % at 10 µM; EC50 in µM for titrated hits | 1.8% of 63,000 active;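 note: cells exposed to compound for 48 hours before viability readout; 0% = vehicle and 100% = reference cytotoxic drug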
KRASV12 cytotoxicity: cytotoxicity in KRAS-transformed pancreatic duct cells, primary screen, cell-based, fluorescence, HTS (AID 431). 1.7% of 63,000 active. HPDE-C7K KRASV12 cells, Alamar Blue viability, 48 h; higher % means a stronger effect. one-dose cytotoxicity, % at 10 µM; EC50 in µM for titrated hits;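 active = compounds whose percent cytotoxicity in the single-dose primary screen, scaled between solvent and toxic-drug controls, exceeds 50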;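 note: 0% = DMSO solvent wells and 100% = doxorubicin-treated wells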
Bfl-1 inhibitors: Bfl-1 inhibitors, primary screen, biochemical, fluorescence polarization, FITC-Bid, mouse (AID 432). 0.02% of 64,000 active. FITC-Bid BH3 peptide fluorescence polarization displacement; higher % means a stronger effect. displacement, % at 20 µM, or IC50 in µM where a hit was titrated. Bcl-2-related protein A1 (Mus musculus); in the data active = a potency from the dose series; inactive = the rest, 99 in 100 with displacement below about 15%; note: strong numbers were not always called active
Spn DPM-DC inh: S. pneumoniae DPM-DC inhibitors, primary screen, biochemical, PK/LDH-coupled NADH fluorescence; purified DPM-DC; AID 556, 2006; 0.49% of 65,000 active; calls only at 10 µM; diphosphomevalonate decarboxylase (Streptococcus pneumoniae D39);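 active = the 320 compounds with the highest percent inhibition in the single-dose primary screen, excluding strongly autofluorescent ones, cut at about 32% in these data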;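 note: kinetic rate of NADH fluorescence loss reporting ADP formed by the decarboxylase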
HT1080 viability: cytotoxicity in HT1080 fibrosarcoma cells, cell-based, fluorescence readout (AID 620) | 0.42% of 87,000 active | HT1080 viability, fluorescence; higher % means a stronger effect | cytotoxicity, % at 10 µM; hits with a dose series show EC50 in µM;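 note: cells exposed to compound overnight then 4 h with Alamar Blue; 0% = vehicle DMSO and 100% = killing control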
Spn PMK inh: S. pneumoniae PMK inhibitors, primary screen, biochemical, mevalonate pathway, pilot trial included; purified PMK, PK/LDH-coupled NADH absorbance 340 nm; inhibition, % at 10 µM; 0.49% of 65,000 active;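 active = top-ranked compounds by inhibition in the single 10 µM screen, taking a fixed number of the strongest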;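 note: 0% = full reaction with DMSO carrier and 100% = background rate without enzyme reaction; no value below 0 was filed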
Spn PMK inh pilot replicates: second read-out of Spn PMK inh, no call of its own (marks repeat the call); inhibition, %; measured here: pilot screen replicates
MK inhibit pilot replicates: second read-out of MK inhibit, no call of its own (marks repeat the call); inhibition, %; measured here: pilot screen replicates
Spn DPM-DC inh pilot screen %: also measured in Spn DPM-DC inh; calls as there; inhibition, %; measured here: pilot screen trials
Starred values were filed as active, the others as inactive; i = inactive; / = no result given; + = active, no number. Cut-off read from the data, not from the text of the source, unless noted: active = cytotoxicity above about 50%; inactive = the rest.

SMILES | LYP phosphatase | TNAP inhibition | MK inhibit | HPDE-C7 viability | KRASV12 cytotoxicity | Bfl-1 inhibitors | Spn DPM-DC inh | HT1080 viability | Spn PMK inh | others
COc1ccccc1OCC(=O)OCC(=O)NCCN1C(=O)CSC1=O | 5.2% | 4.2% | 0.0 | 6.2% | -2.6% | 2.0% | i | 7.0% | 9.0
COc1ccc(NS(=O)(=O)c2ccc(NC(C)=O)cc2)cc1OC | 16.5% | 2.6% | 6.0 | -18.2% | -6.0% | -5.6% | i | 7.1% | 8.0 | Spn PMK inh pilot replicates=0.0;MK inhibit pilot replicates=5.5;Spn DPM-DC inh pilot screen %=0.0
COc1cc2nc(CN3C(=O)c4ccccc4C3=O)oc(=O)c2cc1OC | -3.5% | 0.1% | 0.0 | -19.9% | -7.8% | -2.9% | i | 5.7% | 0.0
CC1CCCCN1CCn1cnc2c([nH]c3ccccc32)c1=O (configuration not stated) | -0.5% | 11.8% | 11.0 | -2.1% | -0.2% | -2.1% | i | 6.0% | 13.0
Cc1c(C(=O)NCCC2=CCCCC2)oc2ccc(S(=O)(=O)N3CCC4(CC3)OCCO4)cc12 | / | 15.9% | 8.0 | 35.3% | 35.2% | -4.6% | i | -16.8% | 0.0 | Spn PMK inh pilot replicates=0.0;MK inhibit pilot replicates=0.0;Spn DPM-DC inh pilot screen %=1.0
CCNC(=O)CP(=O)(c1ccccc1)c1ccccc1 | 3.7% | 2.9% | 1.0 | -5.6% | 1.9% | 4.3% | i | -1.5% | 5.0
Cc1cccc(-c2noc(Cc3ccccc3)n2)c1 | / | 10.8% | 8.0 | -0.2% | 3.8% | -5.9% | i | -9.2% | 0.0
COc1ccc(C(=O)NCc2cccnc2)cc1OC | / | 8.9% | 8.0 | -25.8% | -40.1% | -2.7% | i | -5.6% | 5.0
N#Cc1c(N)sc(=S)c2c1CCCC2 | 3.1% | / | 5.0 | / | / | / | i | -4.9% | 12.0
Cc1nc(NC2=NCN(CC3CCCO3)CN2)nc2ccccc12 (configuration not stated) | 18.0% | 8.7% | 3.0 | 4.6% | 4.8% | -1.5% | i | 11.6% | 8.0 | Spn PMK inh pilot replicates=0.0;MK inhibit pilot replicates=0.0;Spn DPM-DC inh pilot screen %=1.5
Cc1cc(C)nc(N(C#N)CC(=O)N(c2ccccc2)C(C)C)n1 | 0.9% | 9.2% | 0.0 | -7.6% | -12.1% | 0.1% | i | 4.5% | 4.0
CCn1c(=O)cc(OCC(=O)NCCC(C)C)c2ccccc21 | / | 6.7% | 8.0 | 1.1% | 1.7% | -2.5% | i | -3.5% | 4.0
Cc1cc(C)n2c(SC/C(O)=C(\C#N)c3nc4ccccc4[nH]3)nnc2n1 | 0.5% | 8.8% | 5.0 | 2.6% | -5.6% | 3.6% | i | -6.2% | 16.0
O=C(NCc1cccnc1)C1CC(=O)N(c2ccc(F)cc2)C1 (configuration not stated) | 7.2% | 1.1% | 4.0 | -10.4% | 1.7% | 2.5% | i | -3.6% | 10.0
CCCCOc1ccc(C(C)NC(=O)C2CCCN(S(=O)(=O)CC)C2)cc1 (configuration not stated) | 4.1% | 12.5% | 2.0 | -13.1% | -7.0% | -5.7% | i | 1.1% | 9.0
CC(NC(=O)C12CC3CC(CC(C3)C1)C2)C(=O)NCCN(C)C (configuration not stated) | -7.2% | -7.5% | 7.0 | -2.9% | -1.1% | -6.0% | i | -2.7% | 11.0
CCOC(=O)C1=C2SCCN2C(=O)C(C#N)C1(C)C (configuration not stated) | / | 7.4% | 9.0 | 4.6% | -0.1% | -8.0% | i | 4.3% | 0.0
Cn1cccc1C(=O)OCc1csc(-c2ccccc2)n1 | -4.9% | 2.9% | 7.0 | -15.7% | -14.2% | -2.8% | i | -3.0% | 3.0
COc1ccc(OC)c(C2=Nn3c(nnc3-c3ccco3)SC2)c1 | 0.0% | 17.1% | 0.0 | -19.4% | -10.8% | -1.7% | i | 13.1% | 1.0
COc1ccc(NC(=O)CSc2nnc(Cc3ccccc3)o2)c(OC)c1 | / | 1.3% | 17.0 | -19.5% | -0.1% | 0.7% | i | 10.2% | 8.0
Cc1cc(=O)[nH]c(SCC(=O)Nc2nc(-c3ccccc3)cs2)n1 | 1.6% | 10.3% | 1.0 | 14.0% | 7.8% | -3.6% | i | -3.6% | 6.0
Cc1cc2ccccc2c(=O)[nH]1 | 10.9% | -1.0% | 0.0 | 0.5% | 3.0% | -7.4% | i | 11.9% | 11.0
O=C1C2ON(c3ccc(Br)cc3)C(c3cccnc3)C2C(=O)N1C1CCCCC1 (configuration not stated) | 14.7% | / | 10.0 | / | / | / | i | 1.2% | 8.0
O=S(=O)(Nc1ccc2c(c1)nc1n2CCN(Cc2ccccc2)C1)c1ccc(Cl)cc1 | 15.0% | 3.6% | 9.0 | 68.2%* | 51.1%* | -0.9% | i | 6.8% | 0.0
CCOc1ccc(NC(=O)c2cnc3scc(C)n3c2=O)cc1 | 13.4% | 5.2% | 2.0 | 1.3% | -3.0% | -2.1% | i | 1.8% | 4.0
CCCOc1ccc(CC(=O)NCc2ccco2)cc1OC | 8.0% | 10.9% | 10.0 | -8.4% | -22.9% | -0.7% | i | -3.3% | 0.0
COc1ccc(CN(C)CC(=O)c2c(N)n(Cc3ccccc3)c(=O)n(C)c2=O)c(OC)c1 | 0.4% | 12.7% | 5.0 | -9.0% | -2.3% | -11.5% | i | 12.2% | 0.0 | Spn PMK inh pilot replicates=4.5;MK inhibit pilot replicates=0.0;Spn DPM-DC inh pilot screen %=0.5
COc1ccc(N2CCN(S(=O)(=O)c3cccc4cccnc34)CC2)cc1 | 8.0% | 8.8% | 3.0 | -10.5% | 5.9% | -2.9% | i | -2.3% | 4.0
Cc1nc(CSc2nnc(C)s2)cs1 | -9.2% | 12.1% | 4.0 | -25.9% | -19.8% | 4.4% | i | / | 15.0
CC(C)C1C(C#N)=C(N)Oc2n[nH]c(-c3cccs3)c21 (configuration not stated) | / | 2.8% | 5.0 | -16.7% | -27.9% | 2.1% | i | 3.7% | 13.0
CC(=O)N1c2ccccc2C(=O)C1N1CCCCC1 (configuration not stated) | -1.9% | 6.7% | 13.0 | -14.7% | -1.4% | 4.0% | i | -2.3% | 0.0
CCOC(=O)C1=C(C)NC(C)=C(C(=O)OCC)C1C(=O)OCC(=O)N1CCCCC1CC (configuration not stated) | / | -2.0% | 1.0 | -4.2% | 0.1% | -3.7% | i | 3.1% | 5.0
CNCCCc1[nH]nc(N)c1C#N | 13.7% | 9.2% | 8.0 | 0.8% | -0.6% | -6.1% | i | 18.1% | 3.0
COc1cccc(N2C(=O)C3C(C2=O)C2C=CC3C23CC3)c1 (configuration not stated) | 4.9% | 5.0% | 0.0 | -0.3% | 2.8% | -8.5% | i | -3.7% | 15.0
Cc1ccccc1CN1CCN(S(=O)(=O)c2ccc(F)cc2)CC1 | 10.1% | 8.9% | 30.0 | -1.0% | -7.0% | -4.2% | + | 3.9% | 1.0
Cc1ccc(-c2noc(CCC(=O)Nc3ccc(C)cn3)n2)cc1 | -11.8% | 14.8% | 0.0 | -11.7% | -3.5% | 2.6% | i | -3.5% | 13.0
Cc1ccc(S(=O)(=O)Nc2cc(C(=O)NCCN(C)C)ccc2N2CCCCC2)cc1 | -6.0% | 4.0% | 7.0 | 1.8% | 5.4% | 1.4% | i | 5.3% | 18.0
CC1Cc2ccccc2N1C(=O)c1cnc2n(c1=O)CCS2 (configuration not stated) | -7.0% | 0.1% | 6.0 | -20.4% | -18.8% | -8.9% | i | 5.9% | 0.0
O=C(CCSc1nc2ccccc2o1)N1CCOCC1 | 10.8% | 6.5% | 2.0 | -5.0% | 1.0% | -4.2% | i | -1.6% | 0.0
O=C(Cc1cccs1)NCc1ccc2c(c1)OCO2 | 10.3% | 6.8% | 4.0 | 1.9% | -5.9% | -1.0% | i | -0.8% | 1.0
Cn1ncc2c(Nc3ccc4ccccc4c3)ncnc21 | 4.0% | 10.3% | 11.0 | -4.8% | 0.4% | 4.2% | i | 8.1% | 12.0
O=C1CCCN1c1ccc(S(=O)(=O)N2CCN(c3ccccn3)CC2)cc1 | 13.3% | 11.2% | 4.0 | 6.7% | -7.7% | -3.4% | i | 4.0% | 5.0
COc1cc(/C=N/O)ccc1OCc1ccc(C(=O)O)cc1 | 3.2% | 12.8% | 0.0 | -7.5% | 0.3% | 4.9% | i | -10.6% | 0.0
CCN(CCCNC(=O)CCc1nc(-c2ccc(OC)cc2)no1)c1cccc(C)c1 | / | -1.6% | 2.0 | -4.2% | -1.5% | -2.8% | i | / | 0.0
COCc1nc2ccccc2n1Cc1ccc(Br)cc1 | 8.2% | 12.5% | 13.0 | -2.4% | -5.7% | -0.9% | i | -2.2% | 11.0
Cc1cc(C(=O)CNCc2ccco2)c(C)n1-c1ccc(F)cc1 | / | 6.1% | 24.0 | 4.8% | -3.5% | -2.4% | i | 2.4% | 5.0
CCOC(=O)C1=C(C)NC(=O)NC1c1ccc(OCC(=O)OC)c(OC)c1 (configuration not stated) | 5.5% | 14.2% | 0.0 | -1.6% | -4.2% | -3.8% | i | 3.5% | 20.0
CCC(C)NC(=O)c1cnc2n(c1=O)CCS2 (configuration not stated) | -3.9% | 8.7% | 9.0 | -5.3% | 4.8% | -4.2% | i | 4.9% | 4.0
COCCCNC(=O)c1c(N)n(/N=C/c2ccccn2)c2nc3ccccc3nc12 | / | 14.4% | 10.0 | 22.0% | 29.9% | -8.4% | i | 21.4% | 0.0
CCCCNC(=O)c1cc(-c2ccc(F)cc2)on1 | 0.1% | 12.8% | 0.0 | 5.5% | 18.1% | -4.6% | i | 3.3% | 12.0 | Spn PMK inh pilot replicates=2.0;MK inhibit pilot replicates=2.0;Spn DPM-DC inh pilot screen %=0.0

(further entries)
SMILES | LYP phosphatase | TNAP inhibition | MK inhibit | HPDE-C7 viability | KRASV12 cytotoxicity | Bfl-1 inhibitors | Spn DPM-DC inh | HT1080 viability | Spn PMK inh | others
Cc1nc2ccc(S(=O)(=O)NCC(=O)N3CCc4ccccc4C3)cc2s1 | 3.2% | 17.2% | 0.0 | -2.4% | 6.8% | 9.4% | i | 6.2% | 2.0 | Spn PMK inh pilot replicates=0.0;MK inhibit pilot replicates=1.0;Spn DPM-DC inh pilot screen %=0.0
COc1cc(OC)cc(C(=O)N2CCCc3ccccc32)c1 | / | 6.6% | 0.0 | 2.0% | 10.6% | -1.7% | i | 4.2% | 0.0
CCOC(=O)c1c(N)n(CCOC(=O)c2cccs2)c2nc3ccccc3nc12 | 4.9% | 7.5% | 8.0 | 8.8% | 1.2% | 0.7% | / | 22.1% | 9.0
CN1CCN(C(=O)c2cc3nc(-c4ccccc4)cc(C(F)(F)F)n3n2)CC1 | 17.1% | 6.9% | 9.0 | 4.9% | 9.2% | -1.5% | i | 9.9% | 6.0
